# Compound activity deposited in PubChem BioAssay by several laboratories.
# Yeast life ext: yeast lifespan extension; S. cerevisiae growth with nicotinamide, OD615; deaD strain in restrictive glucose medium; inhibition of the nicotinamide effect, % at 10 µM; 0.68% of 130,000 active;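 active = inhibition above a set limit, placed 3 SD over the median of all compounds, cut at about 26% in these data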;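 note: 0% = nicotinamide-treated wells and 100% = cells grown without nicotinamide; some compounds called inactive have numbers as strong as hits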
#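 Buffer or medium: CSMM-D glucose medium, restrictive; test system: modified budding yeast, DeaD strain; compound: single dose 10 µM compound, 0.25% DMSO; schedule: culture preincubation 4 h, compound exposure 48 h, both 30 °C; detection: optical density (absorbance) at 615 nm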
# NPY Y2 blocker: NPY-Y2 (human) receptor antagonism; P49146; NPY-Y2 expressing cells, antagonist mode; 0.99% of 140,000 active; inhibition, % at 2.7 µM; in the data active = inhibition above about 17%;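 note: 0% = vehicle with agonist challenge and 100% = reference antagonist with challenge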
# Target sequence (P49146 whole entry, looked up): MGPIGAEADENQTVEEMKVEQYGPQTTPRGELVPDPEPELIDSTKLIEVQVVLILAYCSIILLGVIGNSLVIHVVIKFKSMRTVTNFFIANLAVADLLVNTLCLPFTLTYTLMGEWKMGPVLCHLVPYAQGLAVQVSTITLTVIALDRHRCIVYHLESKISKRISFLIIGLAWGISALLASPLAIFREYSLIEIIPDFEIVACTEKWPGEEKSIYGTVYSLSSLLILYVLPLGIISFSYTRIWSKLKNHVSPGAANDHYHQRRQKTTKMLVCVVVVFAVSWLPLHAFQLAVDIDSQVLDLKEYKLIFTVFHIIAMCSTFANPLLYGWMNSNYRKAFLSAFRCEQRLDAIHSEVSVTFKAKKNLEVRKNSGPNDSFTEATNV
# Phagocyt inh: inhibitors of macrophage phagocytosis. J774A.1 macrophage IgG-bead phagocytosis, imaging. inhibition, % at 5 µM. 0.07% of 110,000 active. AID 1029;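 active = inhibition above the mean of the plate negative controls plus 5 SD, cut at about 13% in these data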;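 note: phagocytic index as fraction of beads internalized from green versus red external bead signal; plate controls were DMSO negative control for no effect and cytochalasin-D positive control for full effect; some results beyond the cut were filed as inactive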
# PTEN del growth: growth suppressors of cells with PTEN tumor suppressor deletion | viability, % at 10 µM | HCT116 PTEN-null viability, CellTiter-Glo, 60 h; hits give low values | AID 827 | 1.2% of 140,000 active;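 active = viability at or below a set limit, 4 SD under the median of all tested compounds, cut at about 3.7% in these data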;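 note: PTEN knockout HCT116 line with beta catenin targeted HCT116 as companion control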
# GALR2 antag: blocks the human galanin receptor 2. inhibition, % at 4 µM. AID 828. 0.39% of 140,000 active. O43603. GALR2-expressing cells, antagonist mode; in the data active = inhibition above about 27%;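 note: cells stimulated with galanin 1-16 at roughly its EC80; 0% = agonist challenge control and 100% = basal control without agonist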
# Target sequence (O43603 whole entry, looked up): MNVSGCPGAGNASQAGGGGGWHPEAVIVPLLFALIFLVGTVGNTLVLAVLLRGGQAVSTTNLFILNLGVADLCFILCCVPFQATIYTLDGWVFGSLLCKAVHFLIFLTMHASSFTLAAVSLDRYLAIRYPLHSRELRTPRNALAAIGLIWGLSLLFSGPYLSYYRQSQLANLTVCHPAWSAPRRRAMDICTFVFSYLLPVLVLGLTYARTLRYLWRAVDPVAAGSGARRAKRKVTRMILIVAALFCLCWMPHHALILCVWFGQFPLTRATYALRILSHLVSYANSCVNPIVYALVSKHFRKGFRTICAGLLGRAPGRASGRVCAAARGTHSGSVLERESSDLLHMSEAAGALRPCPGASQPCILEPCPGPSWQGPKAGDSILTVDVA
# Yeast growth inh: chemicals that inhibit yeast BB579 growth in restrictive medium (lifespan-shortening candidates). S. cerevisiae BB579 growth, OD615, 48 h. inhibition, % at 10 µM. 0.51% of 140,000 active. AID 804;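 active = inhibition above a set limit, 3 SD over the mean compound inhibition, cut at about 44% in these data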; note: inactives centre near -24
#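 System: Saccharomyces cerevisiae DeaD strain BB579, replicative lifespan model yeast | Buffer or medium: Restrictive glucose-based CSMM-D medium | Times: 4 h preincubation and 48 h exposure at 30 °C | Detection: OD615 turbidity measurement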
# HCT116 bCat-KO: beta-catenin-lacking colon tumor cell growth suppression; HCT116 beta-catenin knockout viability, CellTiter-Glo, 60 h; hits give low values; viability, % at 10 µM; 1.5% of 140,000 active;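 active = viability at or under a set limit, the compound median less 4 SD, cut at about 6% in these data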;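 note: 0% = Hyamine 1622 control at 20 µM and 100% = untreated cell control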
# E-sel TNF inh: TNF alpha driven E-selectin expression inhibition. HUVEC TNFa-induced E-selectin immunofluorescence, high content. inhibition, % at 2 µM. 0.71% of 120,000 active;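 active = inhibition above the batch mean plus 3 SD, and confirmed as a hit on visual image review, cut at about 43% in these data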;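 note: 0% = TNF-stimulated DMSO wells and 100% = unstimulated control wells; not every result past the cut was called active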
# MRP-1 activ: activators of MRP-1; 0.61% of 140,000 active; viability increase, % at 10 µM; H69AR cells + doxorubicin, viability rescue, CellTiter-Glo;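 active = viability gain under doxorubicin at or above a set limit, the compound median plus 3 SD, cut at about 4.7% in these data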;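 note: MRP-1 overexpressing cells given doxorubicin 25 µM after compound pretreatment; 18-22 h compound pretreatment then 72 h with doxorubicin before readout; 0% = doxorubicin-only wells and 100% = vehicle-treated cells without doxorubicin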
# Measles CPE: protection of cells from measles virus | Measles virus-infected cells, CPE protection, absorbance | protection (pct of control), % at 4 µM | 1.5% of 140,000 active | AID 841; in the data active = protection mostly above about 24%, no sharp cut-off; inactive = mostly below about 26%; note: some compounds called inactive have numbers as strong as hits
# An asterisk follows results filed as active; . = not tested or not shown.
SMILES,Yeast life ext,NPY Y2 blocker,Phagocyt inh,PTEN del growth,GALR2 antag,Yeast growth inh,HCT116 bCat-KO,E-sel TNF inh,MRP-1 activ,Measles CPE
CCOCC(=O)Nc1nnc(COCC)s1,2,2,3,84,1,-36,92,12,-0.7,5
COc1cc(S(=O)(=O)N2CCC(N3CCCCC3)CC2)ccc1-n1cnnn1,-4,0,-6,89,-5,-8,97,3,-1.8,13
COc1ccc(NS(=O)(=O)c2ccc(O)c(C(=O)OCC(=O)Nc3ccc4c(c3)OCCO4)c2)cc1,7,1,-6,98,-7,-46,96,.,-0.1,6
CC(C)OC(=O)CSc1nnc(CNc2cccc(Cl)c2)n1C,.,2,.,92,9,-21,90,-38,-1.6,13
Cc1ccc(/C=C/c2nnc(-c3ccccc3)o2)cc1,-11,5,.,99,-2,-20,110,-24,1.0,8
O=C1c2ccccc2C(=O)N1CC(=O)N1c2ccccc2CCc2ccccc21,-1,12,-1,81,-12,0,84,-35,-0.3,13
COc1ccc(-c2nc3scc(-c4ccc(OC)c(OC)c4)c3c(=O)o2)cc1,-7,1,1,15,-1,10,39,.,-1.6,7
O=C(NCc1ccc(Cl)cc1)C(=O)NCC1OCCN1C(=O)c1cccs1 (centres undefined),-4,1,-13,85,2,-12,88,.,6.4*,38
COc1ccc2nc(N3CCC(O)CC3)c(C#N)cc2c1,-18,0,1,94,7,-57,113,-4,-1.8,1
O=S(Cc1ccc(Br)cc1)Cc1nnc(SCc2c(F)cccc2Cl)n1-c1ccccc1 (centres undefined),5,7,-3,60,-6,-20,56,-9,4.1,9
CCOC(=O)CNNC(=O)Nc1ccc(Cl)c(Cl)c1,-7,-2,-3,99,-4,9,108,6,-2.3,21*
Cc1ccccc1-c1nc(CN2CCC(C(=O)NCc3cccnc3)CC2)c(C)o1,-19,4,0,76,-16,-25,77,10,-3.3,2
Cc1ccc(Nc2nnns2)cc1C,-15,2,1,99,9,-40,97,7,-1.4,3
COc1cc(NS(=O)(=O)c2ccc(NC(=O)NC3CCCCC3)cc2)nc(OC)n1,-10,2,-2,109,2,-37,109,-22,-0.5,9
CCOc1ccc(-c2cnc3n2CCC3)cc1,-4,6,1,47,5,-46,39,12,-0.3,3
O=C(O)c1cc(S(=O)(=O)Nc2ccccc2C(=O)O)ccc1O,-13,4,.,97,-6,22,100,.,0.1,13
O=C(Nc1ccn(Cc2ccccc2F)n1)c1ccc(COc2cccc(Br)c2)cc1,0,2,-1,74,-1,-22,76,-6,3.4,12
O=c1c([N+](=O)[O-])c(NC2CCCCC2)c2ccccc2n1-c1ccccc1,.,-1,.,87,-9,-15,89,11,-1.6,3
Cc1ccc(Sc2ncnc3onc(C)c23)cc1,5,2,-4,79,13,5,83,-3,-4.8,7
COc1ccc(S(=O)(=O)N2CCN(C(=O)c3cnc(C)cn3)CC2)cc1,0,1,-1,105,-5,-30,110,-26,-1.2,1
CCN(CC)S(=O)(=O)c1cccc(C(=O)N[C@H](C(=O)OCC(=O)NC(=O)NC)C(C)C)c1,-8,8,.,87,5,-19,103,-28,-0.9,15
COc1ccc(-c2nc3ccccc3c(=O)n2CCN2CCOCC2)cc1,3,3,-1,85,1,-43,78,2,-2.6,7
Cc1cc(C(F)(F)F)nn1CC(=O)NCC1CCCO1 (centres undefined),-6,1,0,103,9,-32,105,-16,-0.2,7
Cc1c(C(=O)NCc2ccccc2)oc2c1C(=O)CCC2,.,1,.,92,-7,-26,95,0,-1.5,5
CCn1c(=O)cc(SCC(=O)Nc2ccc(Cl)cc2)c2ccccc21,-1,1,0,82,2,-52,87,-14,0.7,14
CCN(CC)C(=O)CSc1nnc(-c2cccnc2)n1Cc1ccccc1,-24,0,0,90,-4,-3,88,17,-2.8,1
COc1ccc(C(=O)Nn2c(SCc3cccc([N+](=O)[O-])c3)nc3ccccc3c2=O)cc1,1,7,1,85,-4,-48,75,.,-0.1,4
COc1ccc(Cl)cc1N(CC(=O)N1CCC(C)CC1)S(C)(=O)=O,-5,0,-2,104,1,-28,91,30,-0.8,19
CCN(CC)CCn1c(NCc2ccco2)nc2ccccc21,-15,2,.,87,1,-20,74,-4,-4.0,9
CC1(C)OC(=O)C(=CNC(Cc2c[nH]c3ccccc23)C(=O)O)C(=O)O1 (centres undefined),-4,1,1,96,4,-27,84,-12,-1.8,1
CN(C)CC(C)(C)CNC(=S)NCc1ccc2c(c1)OCO2,2,1,0,93,2,-27,93,.,-1.8,7
CCn1c(COc2ccc3c(c2)OCO3)nnc1SCC(=O)c1ccc(Cl)cc1,-4,4,-1,83,-1,-21,84,10,-5.1,13
COc1ccc(C(=O)Nn2cnc3scc(-c4cccs4)c3c2=O)c(O)c1,-11,2,.,93,3,-49,95,25,-2.0,17
O=C(CN(c1ccc(F)cc1)S(=O)(=O)c1ccc2c(c1)OCCO2)Nc1ccccc1,-13,3,6,73,-9,-13,65,6,-1.1,25
O=C(Cn1cnc2sc(-c3ccccc3)cc2c1=O)NCc1ccccc1,-15,4,1,2.2*,-1,-27,2.1*,-1,-2.0,5
COc1ccc(CN2CC(C(=O)NCc3ccc4c(c3)OCO4)CC2=O)cc1 (centres undefined),-2,0,0,91,-10,-11,103,8,-1.4,52

# The closing three records of the section above are carried over, then new ones follow.
SMILES,Yeast life ext,NPY Y2 blocker,Phagocyt inh,PTEN del growth,GALR2 antag,Yeast growth inh,HCT116 bCat-KO,E-sel TNF inh,MRP-1 activ,Measles CPE
O=C(CN(c1ccc(F)cc1)S(=O)(=O)c1ccc2c(c1)OCCO2)Nc1ccccc1,-13,3,6,73,-9,-13,65,6,-1.1,25
O=C(Cn1cnc2sc(-c3ccccc3)cc2c1=O)NCc1ccccc1,-15,4,1,2.2*,-1,-27,2.1*,-1,-2.0,5
COc1ccc(CN2CC(C(=O)NCc3ccc4c(c3)OCO4)CC2=O)cc1 (centres undefined),-2,0,0,91,-10,-11,103,8,-1.4,52
COc1ccc(C(=O)N2CCN(C(=O)c3cc(OC)c(OC)c(OC)c3)CC2)cc1,2,-2,2,106,4,-37,107,-12,-0.8,8
O=C1CC(c2ccccc2)CN1C(=O)c1cccc([N+](=O)[O-])c1 (centres undefined),2,1,.,101,10,-30,99,.,1.7,9
CCOc1cc2[nH]c(=S)n(CCCOC)c(=O)c2cc1OCC,-3,2,2,95,-3,-13,96,-34,-2.5,6
O=C1CC(c2cccc(Cl)c2)Cc2nc(N3CCOCC3)ncc21 (centres undefined),-11,5,-1,87,7,-19,78,28,1.2,3
O=C(CN1CCN(Cc2ccc(F)cc2)C1=O)NCc1cccs1,-5,.,0,98,.,-7,99,.,-0.1,12
COc1ccc(N2C(=O)CCC2(C#N)c2ccc(Br)cc2)cc1 (centres undefined),-9,2,0,95,-4,1,88,100*,1.0,8
O=C(Cc1ccccc1)NCCSCc1ccccc1,-4,1,-5,99,-10,-38,95,.,-0.7,17
CC(C)c1ccc2c(c1)C1Cc3ccccc3C1N2 (centres undefined),2,1,-7,78,14,-43,79,.,-0.3,2
O=C(N/N=C/c1ccc2cccc(OCc3ccccc3)c2n1)c1ccc(Br)cc1,11,7,.,55,-8,-39,59,-20,-2.4,7
O=C(Oc1cccc2cccnc12)c1ccc2c(c1)OCCO2,-9,9,-2,2.5*,0,-21,4.8*,-11,-5.2,34
COc1ccc(C(CCNCc2ccccc2F)c2ccc(F)cc2)cc1 (centres undefined),11,11,.,10,11,-12,9,.,-4.3,1
CS(=O)(=O)N1CCN(c2ccc(NC(=O)c3ccc(Br)o3)cc2)CC1,-18,-3,-1,94,-9,-33,105,2,-2.5,5
COc1ccccc1OCCN1C(=O)S/C(=C\c2ccco2)C1=O,-23,4,.,89,-7,-19,83,1,-0.3,4
Nn1cnn(Cc2ccccc2)c1=S,-18,0,0,97,4,-52,95,-9,-0.7,7
COc1ccccc1/C=C/C=N/n1c(-c2ccncc2)n[nH]c1=S,13,4,-3,82,6,-27,84,1,-2.4,7
Cc1ccc(SCC(=O)Nc2ccc3c(c2)OCCO3)cc1,-5,5,-1,98,-1,6,96,.,-2.5,27*
Cc1cc(=O)[nH]c2ccc(Cl)cc12,-7,5,.,106,-15,-26,98,7,-1.6,5
COc1ccc(O)c(C(=O)c2cnc3c(c2)c(=O)[nH]c(=O)n3C)c1,-5,2,-10,93,10,-7,87,.,-3.2,7
COc1ccc(/C=N\NC(=O)c2nn(C)cc2Cl)cc1CN1CCOCC1,-2,-1,1,95,1,-7,94,.,-0.3,10
O=C(CSc1c2c(nc3cc(Cl)ccc13)CCCC2)NCc1ccco1,-9,1,-1,62,14,0,68,-13,-7.4,29
Cc1cc(C)c2nc(N3CCCC3)c(C#N)cc2c1,4,-1,-1,75,1,-8,91,7,-2.0,4
COC(=O)c1cc(OC)c(OC)cc1NC(=O)Nc1ccccc1OC,-17,3,-1,103,4,-20,110,-35,-1.8,11
COc1ccc(NS(=O)(=O)c2c(C)n(C)c(=O)n(C)c2=O)cc1OC,-6,1,-1,86,-4,-12,82,.,-1.4,1
CCNc1nc(SCc2ccccc2)nc(N2CCOCC2)n1,-5,-2,3,93,-5,-25,98,-29,-0.3,20
Cc1cnnc2c1-c1no[n+]([O-])c1CC2,-8,2,0,99,2,11,89,6,-0.9,25
CCn1nc(NC(=O)c2ccco2)c2cc3ccc(C)cc3nc21,-13,2,-1,115,14,-28,104,.,-2.6,6
C/C=N/NC(=O)CCNC(=O)c1ccccc1,3,-1,0,96,-5,-53,93,.,-0.1,4
CN(C)CCN1C(=O)C(=O)/C(=C(/O)c2ccc(OCc3ccccc3)cc2)C1c1ccncc1 (centres undefined),-5,3,-2,98,0,-28,96,-12,-0.2,10
COc1ccc(C(=O)NC(C)c2nc3ccccc3n2C)cc1OC (centres undefined),0,0,1,96,0,-60,92,-30,-1.4,5
CCC(C)NC(=O)C1CCCN(C(=O)NC2CCCCC2)C1 (centres undefined),-11,0,.,96,2,-22,93,11,-0.7,15
O=C1NC2(CCCCC2)C(=O)N1/N=C/c1ccc(O)cc1O,-11,6,2,93,-15,-4,91,-21,-0.6,3
Cc1cc(Nc2cc(C(=O)O)ccc2C)n2ncnc2n1,-13,4,0,106,6,-41,101,.,-0.7,13
COc1ccc(-n2c(Cc3cccn3C)nnc2SCC(=O)Nc2ccc(C)cc2)cc1,1,0,0,67,6,-44,71,-6,-3.1,10
N#Cc1ccc(NC(=O)c2sc3cc(C(F)(F)F)cnc3c2-c2cccs2)cc1,-13,2,-1,108,-6,-57,94,4,-1.1,12
Cc1ccc(O)c(C(=O)c2cnc3c(c2)COc2ccccc2-3)c1,.,5,.,88,9,-44,93,-5,0.4,1
O=C(COc1ccc2ccccc2c1)Nc1cccc(C(=O)Nc2ccccc2C(=O)O)c1,64*,2,-7,100,5,-35,99,.,-2.2,15
Cc1cc(C(=O)N/N=C/c2cccc(OC(=O)c3ccco3)c2)n[nH]1,-10,4,.,91,-1,-31,84,-48,0.0,31
